Nrf2 inh: Nrf2 qHTS screen for inhibitors; Potency, µM (top dose mostly 46 µM), inactives show top-dose activity change, negative = inhibition, hits mostly inhibitors; A549 ARE-Fluc reporter, luciferase luminescence, 18-24 h; AID 504444, 2011; actives 2.1% (n = 360,000); note: potency is the fitted concentration of half-maximal effect; % is set by controls: 0 for no effect and ±100 for the full control effect; nearly all actives have a fitted effect of over 60% in size
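Concentration-response testing used A549 ARE_Fluc cells at 5000 cells/well. Following an 18-24 h compound incubation, viability was read by fluorescence (Ex 405/Em 525) and luciferase output by luminescence.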
HepG2 tox: qHTS for Inhibitors of TGF-b: Cytotox Counterscreen; HepG2 CAGA-GFP viability, ATP luminescence, 18 h; Potency, µM (doses to about 46.1 µM), for inactives: at the highest dose activity change, negative = cytotoxicity, actives largely listed as cytotoxic; actives 0.76% (n = 410,000); note: potency is the fitted concentration of half-maximal effect; some results filed as inactive show a strong effect at the top dose
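HepG2 CAGA-GFP cells (1000/well, DMEM with 1% FBS) received compound, then TGF-beta at 500 pg/mL final, and were incubated 18 hours at 37 degrees C. Viability was read by CellTiter-Glo luminescence. Media-only wells were set as complete cell-killing and DMSO as no toxicity.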
IL2 activator: qHTS of IL-2 Activators. IL-2 activation reporter assay, cell-based qHTS; stimulated with anti-CD3/CD4/CD28 beads; in transgenic mouse T cells. actives 0.065% (n = 360,000). activation, % (series mostly up to about 46 µM). AID 652025, 2013; in the data active = activation above about 50%; inconclusive = mostly about 30% to 49%; note: 0% is about no effect
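Readout is EGFP and DsRed signal by fluorescent plate cytometry after 18 h at 37 degrees C. Transgenic mouse T cells (750/well) received compound for 60 min before bead stimulation (anti-CD3, anti-CD4, anti-CD28); memory T cells served as non-tolerant control.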
A549 viability: Nrf2 qHTS screen for inhibitors: counterscreen for cytotoxicity; A549 ARE-Fluc cells, CellTiter-Fluor viability, 18-24 h; Potency, µM (highest dose often 46 µM), inactives show at the top dose activity change, negative = cytotoxicity, usual class: inhibitors; actives 0.16% (n = 390,000); AID 504648, 2011; note: potency is the fitted concentration of half-maximal effect; % is set by controls: 0 for no effect and ±100 for the full control effect
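A549 ARE_Fluc cells in 5% FBS OPTI-MEM were exposed to compounds in concentration-response for 18-24 h at 37 deg C. Viability was read by CellTiter-Fluor fluorescence (Ex 405/Em 525) after 30 min, before the luciferase read.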
S2 tox: Viability Counterscreen for Primary qHTS for Inhibitors of ATXN expression; actives 0.49% (n = 400,000); AID 651635, 2014; S2 cells (HEK-293 line with an ATXN2-luciferase reporter) viability, CellTiter-Fluor protease fluorescence, 24 h; Potency, µM (doses to about 56.7 µM), hits mostly cytotoxic; note: potency is the fitted concentration of half-maximal effect; nearly all actives have a fitted effect of over 40% in size
ATXN2 expr inh: Primary qHTS for Inhibitors of ATXN expression. Potency, µM (series often up to 57 µM), without a hit: top-dose activity change, negative = inhibition, hits mostly inhibitors. actives 0.72% (n = 360,000). HEK-293 ATXN2-luciferase reporter, luminescence, 24 h; note: potency is the fitted concentration of half-maximal effect; % is set by controls: 0 for no effect and ±100 for the full control effect; nearly all actives have a fitted effect of over 55% in size
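ATXN2-luciferase reporter cells (luciferase flanked by upstream and downstream ATXN2 gene portions) were treated 24 h at 37 °C with compounds at up to 57 uM. SteadyGlo luminescence gave expression; GF-AFC fluorescence gave viability.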
EPAC2 ag: qHTS for Agonist of cAMP-regulated guanine nucleotide exchange factor 4 (EPAC2): primary screen. EPAC2 activation, biochemical qHTS; response scale: 100% = 6.5 mM cAMP response. Potency, µM (highest dose often 154 µM), for inactives: at the top dose activation, actives largely listed as activators. actives 0.079% (n = 360,000); note: potency is the fitted concentration of half-maximal effect; nearly all actives have a fitted effect of over 50% in size
Target sequence (Q8WZA2 whole entry, looked up): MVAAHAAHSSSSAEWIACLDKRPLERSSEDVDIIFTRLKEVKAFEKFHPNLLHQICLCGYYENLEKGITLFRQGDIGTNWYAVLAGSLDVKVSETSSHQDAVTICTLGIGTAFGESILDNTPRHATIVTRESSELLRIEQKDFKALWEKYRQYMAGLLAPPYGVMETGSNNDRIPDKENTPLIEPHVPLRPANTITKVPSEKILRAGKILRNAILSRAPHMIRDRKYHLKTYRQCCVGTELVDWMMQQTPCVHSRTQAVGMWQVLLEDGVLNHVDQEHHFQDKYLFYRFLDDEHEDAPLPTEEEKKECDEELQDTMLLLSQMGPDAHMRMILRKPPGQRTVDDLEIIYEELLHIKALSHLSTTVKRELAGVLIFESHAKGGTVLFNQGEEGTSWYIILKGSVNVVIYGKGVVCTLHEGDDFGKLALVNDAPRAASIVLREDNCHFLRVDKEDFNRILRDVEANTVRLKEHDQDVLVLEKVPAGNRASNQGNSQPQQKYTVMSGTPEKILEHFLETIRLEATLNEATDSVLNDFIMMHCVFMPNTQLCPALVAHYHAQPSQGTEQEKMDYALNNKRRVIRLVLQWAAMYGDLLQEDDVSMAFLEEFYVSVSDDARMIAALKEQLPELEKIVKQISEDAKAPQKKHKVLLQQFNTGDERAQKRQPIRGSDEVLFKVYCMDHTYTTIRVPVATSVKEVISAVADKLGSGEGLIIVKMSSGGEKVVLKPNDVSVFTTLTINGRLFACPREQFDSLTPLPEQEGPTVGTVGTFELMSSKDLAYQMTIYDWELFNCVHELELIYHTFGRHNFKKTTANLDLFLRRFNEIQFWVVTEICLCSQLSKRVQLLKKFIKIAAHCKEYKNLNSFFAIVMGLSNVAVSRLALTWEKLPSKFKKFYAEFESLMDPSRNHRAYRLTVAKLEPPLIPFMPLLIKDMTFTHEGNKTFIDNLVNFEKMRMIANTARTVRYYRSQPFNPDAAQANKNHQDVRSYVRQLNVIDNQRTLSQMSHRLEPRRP
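In this primary screen, activation is scored as increased exchange of BODIPY-GDP from Rap1B by 100 nM EPAC2, with 50 uM GDP as competitor. Signal is normalized to the 6.5 mM cAMP agonist control.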
TGFb SMAD3 inh: qHTS for Inhibitors of TGF-b | HepG2 CAGA-GFP TGF-b/SMAD3 reporter, GFP fluorescence, 18 h; TGF-beta stimulated, 500 pg/mL final | Potency, µM (doses to about 46.1 µM), for inactives: top-dose activity, negative = inhibition, most hits filed as inhibitors | actives 1.2% (n = 410,000) | AID 588855, 2011; note: potency is the fitted concentration of half-maximal effect; % is set by controls: 0 for no effect and ±100 for the full control effect; nearly all actives have a fitted effect of over 65% in size
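Smad-responsive CAGA-GFP expression was quantified in HEPG2 cells exposed to compounds and 500 pg/mL final TGF-beta for 18 h at 37 degrees C; unstimulated wells defined full inhibition.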
Nrf2 ARE act: qHTS of Nrf2 Activators. AREc32 ARE-luciferase reporter (MCF7-derived line), luminescence, 24 h. actives 0.31% (n = 410,000). Potency, µM (series often up to 46.1 µM), for the others: top-dose activation, actives largely listed as activators. AID 624171, 2012; note: potency is the fitted concentration of half-maximal effect; % of control where 0% means no effect; nearly all actives have a fitted effect of over 65% in size
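Quantitative high-throughput format: AREc32 reporter cells, 1000 per well, received compound by pin transfer and were incubated 24 hr at 37 deg C, 5% CO2, before Steady-Glo luminescence detection.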
* hit, by the source's call; & = joins results of further samples; [ ] = remark or other dose. Unless noted, calls come from the whole dose curve; as a rule, active = well fitted curve in the direction sought with a large enough effect; inconclusive = small, poorly fitted or top-dose-only effect, or another doubt; inactive = no such curve, though single readings can be large; an effect the other way counts as inactive or inconclusive. Hits appear at their usual frequency, and some 4.3% of all compounds hit somewhere here.

CCOC(=O)[C@]12CCCC=C1N(Cc1ccco1)C(=O)[C@H](CC(=O)NCc1cccc3ccccc13)C2 was read as IL2 activator -0.6, S2 tox inconclusive, ATXN2 expr inh inconclusive, EPAC2 ag 4% and Nrf2 ARE act 2.8%.
CCn1c(SCC(=O)N/N=C(\C)c2ccncc2)nnc1-c1ccccc1 was read as Nrf2 inh inconclusive, HepG2 tox 14%, IL2 activator -2.4, A549 viability -1%, S2 tox inactive, ATXN2 expr inh 13%, EPAC2 ag -1%, TGFb SMAD3 inh 6% and Nrf2 ARE act 0.1%.
For Cc1ccc(-c2nnc3ccc(SCC(=O)c4ccccc4)nn23)cc1 the results were Nrf2 inh 5%, HepG2 tox 11%, A549 viability -5% and TGFb SMAD3 inh 8%.
`CCCCn1nnc(NC(=O)COc2ccc(Cl)c(C)c2)n1` gave Nrf2 inh -1%, HepG2 tox -1%, IL2 activator 0.9, A549 viability -1%, S2 tox inactive, ATXN2 expr inh 3%, EPAC2 ag -1%, TGFb SMAD3 inh 15% and Nrf2 ARE act 0.1%.
`C/C=C/c1ccc(OCC(=O)Nc2ccc(OC)c(OC)c2)c(OC)c1` gave Nrf2 inh inconclusive, HepG2 tox -16%, IL2 activator -0.7, A549 viability 1%, S2 tox inactive, ATXN2 expr inh -9%[11.3 µM], EPAC2 ag -2%, TGFb SMAD3 inh -6% and Nrf2 ARE act -0.7%.
CC(Sc1nc2ccccc2s1)C(=O)N(C)Cc1ccccc1 (configuration not stated) was read as Nrf2 inh inconclusive, HepG2 tox -32%, IL2 activator -2.2, A549 viability -9%, ATXN2 expr inh 1%, EPAC2 ag 12%, TGFb SMAD3 inh 0% and Nrf2 ARE act 6.5%.
For COc1ccccc1CN(CC(=O)NCc1ccc2c(c1)OCO2)C(=O)c1csnn1 the results were Nrf2 inh 12%, HepG2 tox -3%, IL2 activator -0.4, A549 viability 1%, S2 tox inactive, ATXN2 expr inh -3%, EPAC2 ag 5%, TGFb SMAD3 inh -2% and Nrf2 ARE act 0.6%.
For Cc1ccc(C(C)C)cc1OCCCCN1CCCC1 the results were Nrf2 inh 18%, HepG2 tox 5%, IL2 activator 1.1, A549 viability -2%, S2 tox inactive, ATXN2 expr inh -3%, EPAC2 ag 5%, TGFb SMAD3 inh -2% and Nrf2 ARE act 0.7%.
For CC1(C)CC(=O)C(C=NCc2ccc3c(c2)OCO3)=C(O)C1 the results were Nrf2 inh 3%, HepG2 tox -1%, IL2 activator -1.1, A549 viability -13%, S2 tox inactive, ATXN2 expr inh 12%, EPAC2 ag -3%, TGFb SMAD3 inh -8% and Nrf2 ARE act 0.2%.
For OC[C@@H]1CN(Cc2ccco2)C[C@H](n2cnc3c(N4CCOCC4)ncnc32)O1 the results were HepG2 tox -29%, IL2 activator 0.0, S2 tox inactive, ATXN2 expr inh 13%, EPAC2 ag 4%, TGFb SMAD3 inh -28% and Nrf2 ARE act 0.4%[9.22 µM].
Nc1cc(=O)[nH]c(SCC(=O)N2CCCc3ccccc32)n1 was read as Nrf2 inh 4%, HepG2 tox -3%, IL2 activator -1.4, A549 viability 0%, S2 tox inactive, ATXN2 expr inh -3%, EPAC2 ag 7%, TGFb SMAD3 inh -10% and Nrf2 ARE act 0.3%.
COc1cccc(C(O)c2nc(-c3cccc(C(=O)O)c3)cs2)c1 (configuration not stated) was read as HepG2 tox -6%, IL2 activator 2.6, S2 tox inactive, ATXN2 expr inh 17%, EPAC2 ag 0%, TGFb SMAD3 inh -8% and Nrf2 ARE act -0.8%.

Two records drawn at random from the list so far, as already listed:
CCn1c(SCC(=O)N/N=C(\C)c2ccncc2)nnc1-c1ccccc1 was read as Nrf2 inh inconclusive, HepG2 tox 14%, IL2 activator -2.4, A549 viability -1%, S2 tox inactive, ATXN2 expr inh 13%, EPAC2 ag -1%, TGFb SMAD3 inh 6% and Nrf2 ARE act 0.1%.
COc1cccc(C(O)c2nc(-c3cccc(C(=O)O)c3)cs2)c1 (configuration not stated) was read as HepG2 tox -6%, IL2 activator 2.6, S2 tox inactive, ATXN2 expr inh 17%, EPAC2 ag 0%, TGFb SMAD3 inh -8% and Nrf2 ARE act -0.8%.

Next part.
`COCCCNC(=O)c1cn(Cc2c(F)cccc2Cl)nn1` gave Nrf2 inh 11%, HepG2 tox 0%, IL2 activator 2.5, A549 viability 0%, S2 tox inactive, ATXN2 expr inh 9%, EPAC2 ag 3%, TGFb SMAD3 inh 9% and Nrf2 ARE act 0.3%.
For Cc1c(NC(=S)NC(=O)c2ccc(-c3ccc(Cl)cc3)o2)cccc1C(=O)O the results were Nrf2 inh inconclusive, HepG2 tox 2%, IL2 activator -0.3, A549 viability -4%, S2 tox inactive, ATXN2 expr inh 17%, EPAC2 ag -4%, TGFb SMAD3 inh 19% and Nrf2 ARE act -0.2%.
`CCCNC(=O)c1ccccc1NC(=O)C1=CSCCO1` gave Nrf2 inh -13%, HepG2 tox -2%, IL2 activator 0.0, A549 viability 7%, S2 tox inactive, EPAC2 ag 5%, TGFb SMAD3 inh 1% and Nrf2 ARE act 0.3%.
`Cc1ccc(NC(=O)CN(C)S(=O)(=O)c2cnc[nH]2)c(C)c1` gave Nrf2 inh 5%, HepG2 tox -12%, IL2 activator 1.2, A549 viability 14%, S2 tox inactive, EPAC2 ag -1%, TGFb SMAD3 inh 5% and Nrf2 ARE act 2.4%.
`COc1ccc(Cl)cc1NC(=O)COC(=O)C1CCCCC1` gave Nrf2 inh 11%, HepG2 tox 5%, IL2 activator -0.1, A549 viability 2%, S2 tox inactive, ATXN2 expr inh 5%, EPAC2 ag 3%, TGFb SMAD3 inh -14% and Nrf2 ARE act 3.4%.
For O=C(NCCO)/C(=C\c1ccc2c(c1)OCO2)NC(=O)c1ccc(Br)cc1 the results were Nrf2 inh -10%, HepG2 tox -9%, IL2 activator -2.7, A549 viability 4%, S2 tox inactive, ATXN2 expr inh 0%, EPAC2 ag 10%, TGFb SMAD3 inh -2% and Nrf2 ARE act 0.1%.
Cc1cc(NC(=O)/C(C#N)=C/c2ccc(-c3ccc(SC(F)F)cc3)o2)n(-c2ccccc2)n1 was read as Nrf2 inh inconclusive, HepG2 tox 3%, IL2 activator 100*, A549 viability 23%, EPAC2 ag -3%, TGFb SMAD3 inh 6% and Nrf2 ARE act 0.6%.
Screening CCCN1CCN(C(=O)CCNC(=O)Cn2cnc3ccccc3c2=O)CC1 returned Nrf2 inh 6%, HepG2 tox 1%, IL2 activator -0.3, A549 viability 3%, S2 tox inactive, ATXN2 expr inh 5%, EPAC2 ag 11%, TGFb SMAD3 inh -2% and Nrf2 ARE act -0.4%.
Cn1ccnc1C1CCCCN1Cc1nc(-c2ccc(Cl)cc2)no1 (configuration not stated) was read as Nrf2 inh 7%, HepG2 tox 13%, IL2 activator -0.5, A549 viability 0%, S2 tox inactive, EPAC2 ag 4%, TGFb SMAD3 inh -3% and Nrf2 ARE act -0.4%.
C/C(N)=C(/C#N)C(=O)COC(=O)C(NS(=O)(=O)c1ccc(Cl)cc1)C(C)O (configuration not stated) was read as Nrf2 inh -9%&5%, HepG2 tox -10%&-2%, IL2 activator -0.4&-1.4, A549 viability 10%&-9%, S2 tox inactive, ATXN2 expr inh 0%&-5%, EPAC2 ag 7%&0%, TGFb SMAD3 inh -4%&-9% and Nrf2 ARE act 1.8%&0.1%.
For Nc1ccc(-c2ccc(C(=O)O)s2)cn1 the results were Nrf2 inh 7%, HepG2 tox -17%, IL2 activator -0.6, A549 viability -3%, S2 tox inactive, EPAC2 ag -2%, TGFb SMAD3 inh -19% and Nrf2 ARE act 0.5%.
`Cc1cccc(-c2nc3c(cnn3-c3ccccc3)c(=O)n2-c2ccc(Br)cc2)c1` gave Nrf2 inh 7%, HepG2 tox -19%, A549 viability -11%, TGFb SMAD3 inh -19% and Nrf2 ARE act 8.5%.
CCn1c(SCC(=O)Nc2nc(C)cs2)nnc1C(C)NC(=O)c1ccccc1 (configuration not stated) was read as Nrf2 inh -15%, HepG2 tox -7%, IL2 activator -2.4, A549 viability -2%, S2 tox inactive, ATXN2 expr inh -1%, EPAC2 ag 0%, TGFb SMAD3 inh 0% and Nrf2 ARE act -0.5%.
For Cc1cc(C)c(S(=O)(=O)Nc2ccc(O)c(Sc3ncn[nH]3)c2)c(C)c1 the results were Nrf2 inh -6%, HepG2 tox 7%, IL2 activator 0.6, A549 viability -1%, S2 tox inactive, ATXN2 expr inh 3%, EPAC2 ag -5%, TGFb SMAD3 inh 0% and Nrf2 ARE act 2.3%.
Screening CCOC(=O)NC(=O)CSc1nc(C)cc(C(F)(F)F)c1C#N returned Nrf2 inh -10%, HepG2 tox -1%, IL2 activator 2.4, A549 viability -5%, S2 tox inactive, ATXN2 expr inh 32%, EPAC2 ag 3%, TGFb SMAD3 inh 0% and Nrf2 ARE act 3.4%.
O=C(NCC(c1ccco1)N1CCOCC1)c1ccc(F)c(F)c1 (configuration not stated) was read as Nrf2 inh 8%, HepG2 tox -1%, IL2 activator -3.3, A549 viability -2%, S2 tox inactive, ATXN2 expr inh 7%, EPAC2 ag 4%, TGFb SMAD3 inh 1% and Nrf2 ARE act -0.4%.
COc1ccc(N2CC(NS(=O)(=O)c3ccc4ccccc4c3)CC2=O)cc1 (configuration not stated) was read as Nrf2 inh inconclusive, HepG2 tox -11%, IL2 activator -1.9, A549 viability -8%, S2 tox inactive, ATXN2 expr inh -20%, EPAC2 ag 3%, TGFb SMAD3 inh inconclusive and Nrf2 ARE act 2.7%.
O=C(Nc1ccc(S(=O)(=O)NC2=NCCCCC2)cc1)C1COc2ccccc2O1 (configuration not stated) was read as Nrf2 inh 5%, HepG2 tox 20%, IL2 activator 0.2, A549 viability 0%, S2 tox inactive, EPAC2 ag 2%, TGFb SMAD3 inh 3% and Nrf2 ARE act 0.4%.
